GALK inh – inhibits human galactokinase | 44,000 tested, under 10 active | recombinant GALK, Kinase-Glo ATP luminescence, 1 h | AID 1347072 | Potency, µM (series often up to 57.5 µM), inactives show top-dose activity, negative = inhibition, hits mostly inhibitors | P51570;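 further: plate controls were full GALK reaction for no effect and reaction lacking GALK for full effect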
Target sequence (P51570 whole entry, looked up): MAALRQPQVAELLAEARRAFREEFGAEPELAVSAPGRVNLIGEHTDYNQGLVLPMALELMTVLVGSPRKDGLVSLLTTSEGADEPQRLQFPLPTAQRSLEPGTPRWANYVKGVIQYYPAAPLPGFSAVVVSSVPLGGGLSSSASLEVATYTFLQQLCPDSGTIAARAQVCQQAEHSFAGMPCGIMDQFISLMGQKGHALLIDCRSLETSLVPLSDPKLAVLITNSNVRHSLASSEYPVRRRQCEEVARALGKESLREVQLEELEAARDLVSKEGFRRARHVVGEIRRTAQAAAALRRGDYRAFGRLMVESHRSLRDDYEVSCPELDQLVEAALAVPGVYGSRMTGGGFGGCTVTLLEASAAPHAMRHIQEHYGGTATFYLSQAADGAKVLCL
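Compounds were pinned into ATP buffer, then GALK-galactose mix was added (final 5 nM enzyme, 35 uM ATP, 100 uM galactose, pH 8.0). After 1 h at room temperature, Kinase-Glo Plus was added and luminescence read.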
p53null 39C kill – selectivity test: cytotoxicity in p53 null cells, nonpermissive temperature; H1299 p53-null (neo) cells, 39C, ATPlite viability, 24 h; 55,000 compounds, 0.97% hits; AID 904; Potency, µM (titrated, usually from 46.1 µM), for inactives: at the highest dose activity, negative = cell killing, most hits filed as cytotoxic;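 further: potency means the concentration at half of the fitted maximal effect; 0% = DMSO only and -100% = full killing by 100 µM tamoxifen; nearly all actives have a fitted effect of over 50% in size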
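Cells seeded at 600/well, 37C overnight. Compound added (up to 46 uM), plates shifted to 39C for 24 hr. ATPlite added, luminescence read after 20 min at room temperature.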
FH mod – Identification of activators of human fumarate hydratase by quantitative high-throughput screening; 54,000 compounds, 0.22% hits; FH coupled MDH/diaphorase resazurin fluorescence, 15 min; Potency, µM (series often up to 79.9 µM), for the others: top-dose activity change, negative = inhibition, most hits filed as inhibitors; AID 1347055, 2019; Fumarate hydratase, mitochondrial (Homo sapiens), P07954; further: potency means the concentration at half of the fitted maximal effect; on the % scale 0 is the no-effect control and ±100 the full control effect; the screen sought activators but most active calls are inhibition curves; nearly all actives have a fitted effect of over 45% in size
PTAP-TSG101 blk – blocks PTAP binding to human TSG101, validation; Q99816; Fluorescence polarization, FITC-PTAP peptide/Tsg101, 20 min; Potency, µM (highest dose often 115 µM), for inactives: at the highest dose activity change, negative = inhibition, hits mostly inhibitors; 44,000 tested, under 10 active; AID 1347069; further: potency means the concentration at half of the fitted maximal effect; 0% is about no effect
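Steps: Tsg101 binding domain (10 uM final) in HEPES pH 7.5/NaCl/Tween 20/EDTA/TCEP; add compound; add FITC-PTAP peptide (50 nM final); incubate 20 min r.t.; read polarization.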
B2AR arrestin ag – beta-arrestin recruitment by human beta2-adrenergic receptor ligands | Potency, µM (series often up to 46.1 µM), for inactives: top-dose activation, hits mostly activators | HTLA Tango cells, beta-arrestin recruitment, luciferase luminescence, 18 h | 44,000 tested, under 10 active | P07550 | AID 1347077;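 further: potency means the concentration at half of the fitted maximal effect; 0% = DMSO and full agonism = EC100 isoproterenol or metaproterenol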
Target sequence (P07550 whole entry, looked up): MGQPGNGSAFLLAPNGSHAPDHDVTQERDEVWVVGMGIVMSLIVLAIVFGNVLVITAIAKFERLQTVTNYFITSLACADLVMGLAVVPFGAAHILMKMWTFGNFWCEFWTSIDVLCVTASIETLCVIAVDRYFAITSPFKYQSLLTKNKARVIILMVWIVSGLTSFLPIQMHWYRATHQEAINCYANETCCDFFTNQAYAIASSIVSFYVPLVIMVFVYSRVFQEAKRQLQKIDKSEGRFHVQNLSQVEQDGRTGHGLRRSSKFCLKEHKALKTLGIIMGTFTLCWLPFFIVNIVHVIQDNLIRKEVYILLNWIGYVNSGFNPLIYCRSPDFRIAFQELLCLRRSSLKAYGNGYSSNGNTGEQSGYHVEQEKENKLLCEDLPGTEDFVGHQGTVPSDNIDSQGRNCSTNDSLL
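Tango cells (recombinant beta2-AR, beta-arrestin, tTA-driven luciferase), 1500/well in DMEM 1% FBS, treated 18 h at 37 °C with compounds up to 46 µM; luciferin mix added, luminescence read after 15 min; %activity curves fitted and curve-classed.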
NTMT1 inh – inhibitors of human N-terminal methyltransferase NTMT1 | Q9BV86 | NTMT1 MTase-Glo SAH luminescence, purified enzyme | Potency, µM (highest dose often 114 µM), without a hit: at the top dose activity change, negative = inhibition, actives largely listed as inhibitors | 59,000 compounds, 2.5% hits;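 further: potency means the concentration at half of the fitted maximal effect; plate controls were DMSO vehicle for no effect and no enzyme for full effect; nearly all actives have a fitted effect of over 65% in size; many of its hits are not listed in these tables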
Target sequence (Q9BV86 whole entry, looked up): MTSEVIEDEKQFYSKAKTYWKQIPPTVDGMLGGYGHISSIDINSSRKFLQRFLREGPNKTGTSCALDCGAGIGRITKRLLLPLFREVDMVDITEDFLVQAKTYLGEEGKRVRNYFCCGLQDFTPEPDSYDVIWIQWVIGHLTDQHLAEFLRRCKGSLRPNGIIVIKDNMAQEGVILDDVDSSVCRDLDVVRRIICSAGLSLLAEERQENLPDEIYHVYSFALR
p53null 32C tox – p53 null cell cytotoxicity, permissive temperature; H1299-neo p53 null cells, ATP luminescence, 24 h, 32C; Potency, µM (doses to about 46.1 µM), without a hit: at the top dose activity change, negative = cytotoxicity, actives largely listed as cytotoxic; 55,000 compounds, 0.62% hits;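 further: potency means the concentration at half of the fitted maximal effect; 0% = DMSO only and -100% = full killing by 100 µM tamoxifen; nearly all actives have a fitted effect of over 55% in size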
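H1299-neo (p53 null) cells, 600/well, treated 24 h at 32C with compound up to 46 uM; ATPlite luminescence viability, normalized to DMSO and 100 uM tamoxifen; AC50 by Hill fit.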
Active calls of the source: *; ? = inconclusive; [ ] = another dose, or the depositor's remark. The call rests on the fitted dose curve; in most records, active means well fitted curve in the direction sought with a large enough effect; inconclusive means small, poorly fitted or top-dose-only effect, or another doubt; inactive means no such curve, though single readings can be large; an effect the other way counts as inactive or inconclusive. A portion of the library. The share of hits here may be higher or lower than overall.

| nr | structure | NTMT1 inh | PTAP-TSG101 blk | p53null 39C kill | B2AR arrestin ag | GALK inh | p53null 32C tox | FH mod |
| --- | --- | --- | --- | --- | --- | --- | --- | --- |
| 1 | Cn1c(NCc2ccccc2F)nc2ccccc21 | ? | 2% | ? | -4% | 8% | ? | -8% |
| 2 | Cc1ccc(Cc2cn3cc(-c4ccccc4)nc3s2)cc1 | 0% | -3% | ? | 0% | 2% | ? | 9% |
| 3 | COC(=O)c1ccc(Cn2c(=O)cc(C(F)(F)F)c3c(C)nn(C)c32)cc1 | 10% | -3% | 10% | 0% | -2% | -3% | -24% |
| 4 | COc1ccc2sc(N(Cc3cccnc3)C(=O)c3cccs3)nc2c1 | ? | -6% | 2% | -2% | 0% | 5% | -3% |
| 5 | CCCCc1nn2c(=O)cc(COC(=O)C3CCCCC3)nc2s1 | -1% | -3% | -8% | 0% | -1% | -2% | 4% |
| 6 | COc1ccc(CCN2C(=O)N(c3ccc(C)cc3)C(=O)C2CC(=O)Nc2ccc(F)cc2)cc1 (stereo unspecified) | -28% | -5% | 14% | 0% | -3% | 35%[activator] | -18% |
| 7 | COC(=O)c1c(SCC(=O)Nc2cc(C)cc(C)c2)[nH]c2ccccc2c1=O | 12% | 1% | ? | 1% | -6% | ? | -33% |
| 8 | CCCCOC(=O)c1ccc(NC(=O)c2cc3c(=O)n4cccc(C)c4nc3s2)cc1 | 14% | -4% | -5% | -2% | 5% | 13% | 8% |
| 9 | Cc1ccc(C(=O)Nc2nnc(SCc3cc(=O)c4c(C)ccc(C)c4[nH]3)s2)cc1 | -17% | 1% | -16% | 0% | 0% | -16% | -26% |
| 10 | O=C(CSc1nc(=O)n(Cc2cccnc2)c2c1CCC2)Nc1cccc(Cl)c1 | 3% | -5% | 24% | -2% | 4% | -9% | -21% |
| 11 | Cc1cc(C)cc(OCC(=O)Nc2c(C)ccc3nsnc23)c1 | 1% | -1% | -12% | -2% | 7% | 9% | -1% |
| 12 | Cc1noc(C)c1S(=O)(=O)N1CCCC(C(=O)Nc2ccc(C(C)C)cc2)C1 (stereo unspecified) | 1% | 1% | -14% | 0% | 7% | 0% | -18% |
| 13 | CC(C)C(=O)N1c2nc(-c3ccco3)nn2C2(CCCCC2)[C@@H]2CCCC[C@@H]21 | 89µM* | -10% | -12% | -4% | -4% | -3% | 2% |
| 14 | CCOc1ccc(N2C(=O)c3[nH]nc(-c4ccccc4)c3C2c2ccc(O)c(OC)c2)cc1 (stereo unspecified) | -4% | -2% | 15% | 5% | -3% | -6% | ? |
| 15 | COc1ccc(NS(=O)(=O)c2cc3c(cc2C)N(C(C)=O)CCO3)cc1 | 15% | -1% | 5% | 0% | 0% | 2% | 5% |
| 16 | CCC1CN(S(=O)(=O)c2cc(-c3onc(C)c3C)ccc2C)c2cc(Cl)ccc2O1 (stereo unspecified) | 10% | 1% | 28% | 0% | 1% | 5% | -16% |
| 17 | Cc1cc(C)c2oc(C(=O)Nc3ccc(S(=O)(=O)N4CCCCC4)cc3)cc(=O)c2c1 | 24% | -1% | 3% | 0% | 0% | 2% | -1% |
| 18 | Cc1ccc2oc(C(=O)N3CCC(c4nc5ccccc5s4)CC3)c(C)c2c1 | -3% | 0% | 57%[activator] | -3% | -5% | 54%[activator] | -15% |
| 19 | Cc1noc(-c2ccc(NCc3ccccc3)c([N+](=O)[O-])c2)n1 | 13% | -1% | 24% | -2% | 2% | -15% | -19% |
| 20 | Cc1ccccc1Cn1cnc2nc3c(cc2c1=O)CC(C)CC3 (stereo unspecified) | -4% | -1% | -4% | 2% | 3% | -13% | -6% |
| 21 | CCOc1ccccc1NC(=O)C1=C(C)Nc2ncnn2C1c1cccs1 (stereo unspecified) | -2% | -6% | 2% | 1% | -3% | 3% | 7% |
| 22 | Cc1cccc(C)c1NC(=O)CCC(=O)N1Cc2ccccc2Oc2ncccc21 | -3% | 0% | 15% | 0% | ? | 4% | 28% |
| 23 | Cc1ccc(CN(C(=O)COc2c(C)cccc2C)C2CCS(=O)(=O)C2)o1 (stereo unspecified) | ? | -13% | -12% | 6% | -1% | 8% | -16% |
| 24 | c1ccc(N2CCN(c3ncnc4[nH]ncc34)CC2)cc1 | ? | 0% | 27% | -1% | -1% | 11% | -1% |
| 25 | COc1ccccc1NC(=O)C1CCCN(c2nnc(C)c3c(C)n(-c4ccccc4)nc23)C1 (stereo unspecified) | -1% | -4% | -5% | 0% | 0% | -20% | ? |
| 26 | O=C(Nc1ccc(F)c(F)c1)c1cc(S(=O)(=O)N2CCc3ccccc32)ccc1F | 10% | -3% | 19% | -1% | -2% | 7% | -23% |
| 27 | Cc1ccccc1-c1nc(CNC(=O)NC2CCCCC2)c(C)o1 | 10% | -3% | -3% | 0% | -2% | 5% | -1% |
| 28 | Cc1ccc(C(=O)Nc2c(C(=O)NC(C)(C)C)oc3ccccc23)cc1 | 6% | 1% | -7% | 0% | 0% | -9% | -11% |
| 29 | CC1CCCN(C(=O)c2ccc(CSc3nc4ccncc4n3Cc3ccccc3)cc2)C1 (stereo unspecified) | -5% | 2% | ? | -1% | 0% | -8% | -25% |
| 30 | Cc1ccc(CNC(=O)c2cnc(N(C)C)nc2)cc1 | ? | 0% | 2% | 0% | -2% | 13% | 2% |
| 31 | Cc1cc(N2CCN(c3cc(Cl)ccc3C)CC2)n2nc(-c3ccccc3)nc2n1 | 10% | -4% | -5% | 0% | 1% | -1% | -3% |
| 32 | COc1ccc(NC(=O)CCc2c(C)nn(-c3ccc(N4CCOCC4)nn3)c2C)cc1Cl | -10% | -12% | -30% | 1% | 0% | -27% | 11% |
| 33 | Cc1ccc(N(Cc2cccs2)C(=O)C(C)Oc2ccc(Cl)c(C)c2)cc1 (stereo unspecified) | 10% | -12% | ? | -4% | 1% | 47%[activator] | -35% |
| 34 | O=C(/C=C/c1ccccc1Cl)Nc1nc(-c2cccs2)ns1 | -2% | -4% | -8% | -2% | -4% | -7% | 12% |
| 35 | COc1ccc(NC(=O)c2c(NC(=O)Cc3ccccc3)sc3c2CCCC3)cc1 | 24% | 1% | -20% | 0% | 1% | -7% | -4% |
| 36 | COc1cccc(NC(=O)C2CCN(C(=O)N3CC(C)Oc4ccccc43)CC2)c1 (stereo unspecified) | 3% | 1% | -6% | 0% | -2% | -3% | -1% |
| 37 | CC(NC(=O)CCCN1C(=O)CCn2nc(-c3cn(C)c4ccccc34)cc21)c1ccccc1 (stereo unspecified) | 10% | -2% | -5% | 0% | 2% | -7% | 4% |
| 38 | CC(C)c1ccc(OCC(=O)Nc2ccc(S(=O)(=O)Nc3ncccn3)cc2)cc1 | -2% | -1% | -24% | 0% | 1% | -24% | 1% |
| 39 | Cc1ccc(Nc2c(-c3cccnc3)nc3ccc(Cl)cn23)cc1 | ? | 1% | 7% | -1% | -5% | 19% | ? |
| 40 | O=C(NCC(c1ccc2c(c1)OCO2)N1CCOCC1)c1cccc(Cl)c1 (stereo unspecified) | -1% | 0% | 14% | -1% | 0% | -12% | -24% |

Laid out differently: entries from further up
Each structure is followed by: NTMT1 inh | PTAP-TSG101 blk | p53null 39C kill | B2AR arrestin ag | GALK inh | p53null 32C tox | FH mod
28: Cc1ccc(C(=O)Nc2c(C(=O)NC(C)(C)C)oc3ccccc23)cc1
 : 6% | 1% | -7% | 0% | 0% | -9% | -11%
29: CC1CCCN(C(=O)c2ccc(CSc3nc4ccncc4n3Cc3ccccc3)cc2)C1 (stereo unspecified)
 : -5% | 2% | ? | -1% | 0% | -8% | -25%

Full records as entered above.
Listed for Cc1ccc(CNC(=O)c2cnc(N(C)C)nc2)cc1 → NTMT1 inh: ?; PTAP-TSG101 blk: 0%; p53null 39C kill: 2%; B2AR arrestin ag: 0%; GALK inh: -2%; p53null 32C tox: 13%; FH mod: 2%
Listed for COc1ccccc1NC(=O)C1CCCN(c2nnc(C)c3c(C)n(-c4ccccc4)nc23)C1 (stereo unspecified) → NTMT1 inh: -1%; PTAP-TSG101 blk: -4%; p53null 39C kill: -5%; B2AR arrestin ag: 0%; GALK inh: 0%; p53null 32C tox: -20%; FH mod: ?
Listed for COc1ccc(NC(=O)CCc2c(C)nn(-c3ccc(N4CCOCC4)nn3)c2C)cc1Cl → NTMT1 inh: -10%; PTAP-TSG101 blk: -12%; p53null 39C kill: -30%; B2AR arrestin ag: 1%; GALK inh: 0%; p53null 32C tox: -27%; FH mod: 11%

(further entries)
| nr | structure | NTMT1 inh | PTAP-TSG101 blk | p53null 39C kill | B2AR arrestin ag | GALK inh | p53null 32C tox | FH mod |
| --- | --- | --- | --- | --- | --- | --- | --- | --- |
| 41 | CCC(=O)N1c2ccc(S(=O)(=O)N3CCC(C)CC3)cc2CC1C (stereo unspecified) | ? | -5% | -15% | 1% | 1% | 9% | 0% |
| 42 | COc1cccc(C(=O)Nc2ccc(-c3cn4cccnc4n3)cc2)c1OC | -5% | -3% | -17% | 0% | 7% | -15% | -20% |
| 43 | COC(=O)CCN(c1ccccc1)C(CNS(=O)(=O)c1ccccc1)c1ccccc1 (stereo unspecified) | 13% | -2% | 14% | -3% | 4% | 17% | ? |
| 44 | COc1cc2c(cc1NC(=O)COc1ccc(Br)cc1C)oc1ccccc12 | -2% | 2% | -1% | 1% | 4% | -3% | -14% |
| 45 | Cc1nc2nc(NC(=O)c3ccc(C(C)(C)C)cc3)[nH]n2c(=O)c1Cc1ccccc1 | -7% | -1% | -13% | -2% | ? | 3% | 14% |
| 46 | COc1ccc(NC(=O)CSc2nc3nc(C)cc(C)n3n2)cc1 | 10% | -2% | 18% | 1% | 0% | 1% | ? |
| 47 | Cc1cc(Nc2cccc(C(F)(F)F)c2)nc2ccc(NC(=O)c3cncc(Br)c3)cc12 | 2% | -1% | -20% | -1% | 2% | -3% | 32µM* |
| 48 | Cc1cc(N2CCC(C(=O)N(CC(C)C)CC(C)C)CC2)n2nc(C)c(-c3ccc(Cl)cc3)c2n1 | 7% | -1% | 18% | 0% | 7% | 3% | -15% |
| 49 | CCOc1ccc(-c2nc(SCC(=O)Nc3ccc4c(c3)OCO4)c(-c3ccc(F)cc3)[nH]2)cc1 | ? | 2% | -33% | 0% | -8% | -25% | -6% |
| 50 | CCn1cc(C(=O)OCC(=O)Nc2cccc(Cl)c2C)c(=O)c2ccc(C)nc21 | 4% | -4% | 22% | 1% | 6% | 11% | -4% |

Assay outcomes deposited in PubChem BioAssay by National Center for Advancing Translational Sciences (NCATS).
